HEK cytotox – cytotoxic compounds in HEK 293 cells; AID 1345083; Potency, µM (titrated, usually from 115 µM), for the others: at the top dose activity change, negative = cytotoxicity, actives largely listed as inhibitors; 94,000 tested, 6.6% active; HEK 293 viability, ATP luminescence (CellTiter-Glo), 48-72 h; note: potency is the fitted concentration of half-maximal effect; nearly all actives have a fitted effect of over 60% in size
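HEK 293 seeded at 250 cells/well receive compound via pintool. After 48 or 72 hr at 37 degree Celsius, 5% CO2 and 95% humidity, CellTiter-Glo is dispensed and luminescence read following 10 min at room temperature.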
IP6K1 inhibitor – IP6K1 kinase inhibition; activity change, % (series mostly up to about 58 µM); Q92551; 140,000 tested, 0.81% active; AID 1645851; IP6K1 kinase, ADP-Glo luminescence, 2 h; stronger effect = lower value; in the data active = activity change below about -25%
Target sequence (Q92551 whole entry, looked up): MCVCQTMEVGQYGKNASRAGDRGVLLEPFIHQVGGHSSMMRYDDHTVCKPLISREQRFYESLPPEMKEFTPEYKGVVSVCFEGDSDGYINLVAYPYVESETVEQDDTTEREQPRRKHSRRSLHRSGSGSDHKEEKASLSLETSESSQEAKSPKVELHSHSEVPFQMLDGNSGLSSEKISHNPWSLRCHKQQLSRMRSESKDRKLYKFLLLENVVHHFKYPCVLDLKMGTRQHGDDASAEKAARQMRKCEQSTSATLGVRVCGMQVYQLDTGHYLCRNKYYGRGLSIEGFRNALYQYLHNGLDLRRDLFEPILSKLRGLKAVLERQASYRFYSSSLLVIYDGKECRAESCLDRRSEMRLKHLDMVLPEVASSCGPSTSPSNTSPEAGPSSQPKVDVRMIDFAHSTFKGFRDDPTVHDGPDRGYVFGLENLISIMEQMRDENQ
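ADP-Glo luminescence measures ADP made by human IP6K1 during a 2 h RT reaction with ATP/IP6 (mix at 1.3 mM/130 uM); top library doses 57.5 and 19.1 uM final.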
Luciferase inh – blocks purified firefly luciferase enzyme activity; P08659; purified P. pyralis luciferase, luminescence, biochemical; Potency, µM (top dose mostly 115 µM), without a hit: top-dose activity change, negative = inhibition, most hits filed as inhibitors; 76,000 tested, 2.5% active; AID 1347043; note: potency is the fitted concentration of half-maximal effect; nearly all actives have a fitted effect of over 65% in size
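Luminescence read by CCD imager after adding enzyme (10nM final) to wells holding compound, titrated in qHTS. Substrates 10uM each D-luciferin and ATP; buffer 50mM Tris acetate pH 7.5, 10mM Mg acetate, Tween-20, BSA.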
SNCA viab count – counter-screen for SNCA expression inhibitors: cell viability. 150,000 tested, 0.12% active. HEK-293-SNCA-luc viability, GF-AFC fluorescence, 24 h. Potency, µM (series often up to 57.1 µM), for inactives: top-dose activity change, negative = cytotoxicity, actives largely listed as cytotoxic;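 note: potency is the fitted concentration of half-maximal effect; 0% = DMSO-treated cells and -100% = medium-only wells without cells; nearly all actives have a fitted effect of over 30% in size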
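Cytotoxicity counterscreen: after 24 h compound treatment of genome-edited SNCA-luciferase HEK-293 cells, live-cell protease substrate GF-AFC read by fluorescence after 30 min; activity scaled between DMSO (0%) and medium-only (-100%), curves Hill-fitted.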
SNCA expr inh – inhibitors of alpha-synuclein (SNCA) gene expression; HEK-293 SNCA-luciferase knock-in, luminescence, 24 h; Potency, µM (series often up to 57.2 µM), without a hit: at the highest dose activity change, negative = inhibition, most hits filed as inhibitors; 140,000 tested, 0.17% active; AID 1671194;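 note: potency is the fitted concentration of half-maximal effect; plate controls were DMSO cells for no effect and cell-free wells for full effect; nearly all actives have a fitted effect of over 45% in size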
NIH3T3 tox – NIH 3T3 cell cytotoxicity; NIH 3T3 viability, CellTiter-Glo ATP luminescence, 48-72 h; Potency, µM (titrated, usually from 96.7 µM), for inactives: at the highest dose activity change, negative = cytotoxicity, usual class: inhibitors; 94,000 tested, 4.3% active; note: potency is the fitted concentration of half-maximal effect; nearly all actives have a fitted effect of over 55% in size
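Viability of NIH 3T3 cells after 48 or 72 hr compound treatment at 37 °C was assessed by CellTiter-Glo, with luminescence imaged following a 10 min room-temperature step.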
GPT2 inhibitor – inhibitors of human GPT2 alanine aminotransferase; Q8TD30; Recombinant GPT2, coupled pyruvate oxidase/HRP Amplex Red fluorescence; Potency, µM (doses to about 57.7 µM), without a hit: top-dose activity change, negative = inhibition, most hits filed as inhibitors; 100,000 tested, 0.25% active; AID 1671188; note: potency is the fitted concentration of half-maximal effect; nearly all actives have a fitted effect of over 60% in size; many of its hits are not listed in these tables
Target sequence (Q8TD30 whole entry, looked up): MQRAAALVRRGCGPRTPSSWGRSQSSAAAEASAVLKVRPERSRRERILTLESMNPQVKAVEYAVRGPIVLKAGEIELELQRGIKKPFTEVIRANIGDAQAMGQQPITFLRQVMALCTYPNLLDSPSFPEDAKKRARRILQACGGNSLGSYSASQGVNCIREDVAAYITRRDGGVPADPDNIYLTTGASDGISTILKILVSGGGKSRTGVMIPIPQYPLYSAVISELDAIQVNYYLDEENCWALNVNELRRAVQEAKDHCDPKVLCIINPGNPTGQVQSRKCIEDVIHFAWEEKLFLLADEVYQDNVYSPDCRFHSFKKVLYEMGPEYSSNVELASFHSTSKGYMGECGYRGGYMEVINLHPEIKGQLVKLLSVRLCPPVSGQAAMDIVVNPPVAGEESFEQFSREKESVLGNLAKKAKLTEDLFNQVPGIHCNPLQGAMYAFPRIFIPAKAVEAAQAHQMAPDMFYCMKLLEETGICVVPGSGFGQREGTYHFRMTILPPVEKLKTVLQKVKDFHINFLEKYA
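Fluorescence read-out: pyruvate from GPT2 turnover coupled to pyruvate oxidase, HRP and Amplex Red (0.2mM ThPP, 0.2U/mL PO and HRP, 50uM Amplex final). Substrates 250uM a-KG, 2mM L-alanine; enzyme 10ng/uL; 30 min RT.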
Starred values were filed as active, the others as inactive; i = inactive; u = inconclusive; x = not tested or not shown; [ ] = remark or other dose. Unless noted, calls come from the whole dose curve; as a rule, active = well fitted curve in the direction sought with a large enough effect; inconclusive = small, poorly fitted or top-dose-only effect, or another doubt; inactive = no such curve, though single readings can be large; an effect the other way counts as inactive or inconclusive. Unless noted, % is set by controls: 0 for no effect and ±100 for the full control effect.

compound	HEK cytotox	IP6K1 inhibitor	Luciferase inh	SNCA viab count	SNCA expr inh	NIH3T3 tox	GPT2 inhibitor
O=C(CN1CC2CC(C1)[C@H]1CCCC(=O)N1C2)N1CCN(Cc2ccc3c(c2)OCO3)CC1 (stereo partly drawn)	-18%	33	16%	-7%	1%	0%	4%
COC(=O)C1=CO[C@@H](O[C@@H]2O[C@H](CO)[C@@H](O)[C@H](O)[C@H]2O)[C@@H]2[C@@](C)(O)[C@@H](OC(=O)/C=C/c3ccc(O)cc3)C[C@]12O	x	-3	x	-15%[23.9 µM]	x	x	i
CC1=C(c2ccc(C(C)C)cc2)S(=O)(=O)N=C1N1CCC(C(=O)Nc2ccc(C)cc2)CC1	x	3	x	-3%	u	x	x
COc1ccc(C(=O)N2CCC(n3c(C)cnc3C3CCC3)C2)cn1 (stereo not drawn)	i	-1	x	8%	18%	i	i
COCCCNC(=O)N1CCCC(c2nc(-c3cccnc3)no2)CCNC(=O)CC1 (stereo not drawn)	-14%	8	-14%	0%	37%[activator]	-13%	u
CN1CCCCCC(O)c2cc(C(=O)NCCC3=CCCCC3)ccc21 (stereo not drawn)	u	6	u	-4%	62%[activator]	u	i
Cc1cc(O)c(C(C)C)cc1Cl	x	11	x	15%[23.9 µM]	-41%[25.6 µM]	x	-4%
O=C(Nc1ccccc1)N1CCn2c(nn(-c3ccc(C(F)(F)F)cc3)c2=O)C1	45µM*	10	-3%	-12%	7%	u	-14%
CCCC(=O)Nc1nnc(SCc2cc(=O)n3ccccc3n2)s1	x	1	x	-1%	u	x	x
COc1ccc(-c2csc3nc(-c4ccc(Cl)cc4)oc(=O)c23)cc1	x	4	x	11%	5%	x	x
CC(C)(C)C(=O)Nc1nnc2n1CCS2	x	1	x	-7%	-4%	x	x
Cc1ccsc1C(=O)N1CCc2nn(CC3CC3)c(=O)n2CC1	-3%	-8	-16%	12%	30%	-11%	3%
CCOc1ccc(-c2c(C)nn3c(C)c(C(=O)Nc4cccc(Cl)c4C)cnc23)cc1OCC	x	-3	x	1%	-8%	x	x
CCNc1ncnc2c1CN(C1CCCNCC1)C(=O)CN2C (stereo not drawn)	-4%	2	x	-4%	7%	2%	i
COc1ccc(-c2ccnc3nc(-c4ccco4)nn23)c(F)c1	u	-5	u	2%	54%[activator]	1%	-10%
COc1cccc(N2CCN(C3=Nc4c(F)cccc4[C@H](CC(=O)O)N3c3cc(C(F)(F)F)ccc3OC)CC2)c1	x	12	x	-13%	x	x	3%
COc1cc(NC(=O)c2cc3c(=O)oc4ccc(C)cc4c3s2)cc(OC)c1OC	x	-7	x	5%	64%[activator]	x	x
CCC(=O)N1CCN(c2nc3c(C)cccc3s2)CC1	x	15	x	8%	120%[activator]	x	x
CCOc1ccc2nc(N3CCCC(C(=O)Nc4cc(Cl)c(OC)cc4OC)C3)sc2c1 (stereo not drawn)	x	-13	x	16%	123%[activator]	x	x
CN1CCC(OC2CCN(S(=O)(=O)c3ccccc3F)CC2)CC1	-17%	-11	8%	4%	-44%	-28%	i
O=C(C[C@@H]1O[C@H](CNC(=O)Nc2ccccc2)[C@@H](O)[C@H]1O)NCc1cccnc1	1%[172 µM]	8	5%[172 µM]	4%[87.6 µM]	31%[87.6 µM]	i	-24%[88.5 µM]
O=C(Nc1cccc2ccccc12)O[C@@H]1CO[C@H]2[C@@H]1OC[C@@H]2NC(=O)C1CCC1	-8%[172 µM]	-9	-2%[172 µM]	-3%[87.6 µM]	-14%[87.6 µM]	-6%[174 µM]	i
COC(=O)c1ccc(NC(=O)CN2C(=O)CC(c3ccccc3)Sc3ccccc32)cc1 (stereo not drawn)	x	-3	x	-10%	75%[activator]	x	x
Cc1nnc2ccc(N3CCC(C)CC3)nn12	-29%	-4	-5%	-6%	15%	u	u
CCN1CC2(CCN(C(=O)c3cc4c(nc3OC)CCC4)CC2)OC1=O	-1%	-10	1%	5%	-11%	1%	i
Cc1nc(CN2CCCC(c3[nH]ncc3Cc3ccccc3)C2)co1 (stereo not drawn)	-5%	-11	0%	-8%	u	-22%	i
COc1cc(OC)cc(C(=O)NCC2CCCN(C(=O)C3=C(C)OCCO3)C2)c1 (stereo not drawn)	i	-1	-4%	4%	25%	1%	3%
CCCN(CC1CCOC1)C(=O)Nc1cc(F)c(F)c(F)c1 (stereo not drawn)	u	-4	3%	1%	-21%	u	i
CC(=O)N1C[C@@H]2CCCN3CCC[C@@H]([C@H]23)[C@H]1CCCC(=O)N(C)C	0%	1	0%	0%	-2%	-16%	3%
Cc1ccccc1CC(=O)N1CCC[C@H]1c1nc(-c2ccc(F)cc2)no1	u	0	-3%	-4%	6%	u	i

Three compounds out of the list, sorted by heavy-atom count, smallest number first.
compound	HEK cytotox	IP6K1 inhibitor	Luciferase inh	SNCA viab count	SNCA expr inh	NIH3T3 tox	GPT2 inhibitor
Cc1ccsc1C(=O)N1CCc2nn(CC3CC3)c(=O)n2CC1	-3%	-8	-16%	12%	30%	-11%	3%
CN1CCCCCC(O)c2cc(C(=O)NCCC3=CCCCC3)ccc21 (stereo not drawn)	u	6	u	-4%	62%[activator]	u	i
COc1cc(NC(=O)c2cc3c(=O)oc4ccc(C)cc4c3s2)cc(OC)c1OC	x	-7	x	5%	64%[activator]	x	x

Next compounds follow.
compound	HEK cytotox	IP6K1 inhibitor	Luciferase inh	SNCA viab count	SNCA expr inh	NIH3T3 tox	GPT2 inhibitor
O=C([C@@H]1C[C@H](Oc2cccnc2)CN1C(=O)NCCc1ccccc1)N1CCOCC1	-16%	12	-16%	-20%	3%	u	u
Cc1cc(=O)cc(C(=O)N2CCC3(CCCN(C(C)C)C3=O)C2)o1 (stereo not drawn)	-5%	-13	-2%	0%	-11%	-3%	i[11.5 µM]
CCOc1ccccc1NC(=O)N1CCC2(CCC2NC(=O)COC)CC1 (stereo not drawn)	-13%	-1	x	-17%	-17%	-14%	i
O=C(c1ccc(OC2CCN(Cc3c[nH]c4ccccc34)CC2)cc1)N1CCCCC1	22µM*	-11	0%	-21%	89%[activator]	u	-4%
Cc1ccc(Nc2c(-c3ccsc3)nc3cccc(C)n23)cc1	x	32	x	-30%	u	x	x
CC1CCN(C(=O)c2cc3c(=O)n(C)c4ccccc4c3s2)CC1	x	1	x	7%	u	x	x
CNC(=O)CCn1ncc2cc(OCc3ccccc3-c3ccc(F)cc3C)ccc21	u	8	-29%[172 µM]	-16%[87.6 µM]	u	50µM*	3%[88.5 µM]
COCCOCc1nc(C2CCCCN2C(=O)NCc2ccccc2)no1 (stereo not drawn)	i	1	-6%	4%	-1%	i	i
COc1ccc(-c2csc(-c3c(N)c(C(=O)c4ccc(OC)c(OC)c4)n4ccccc34)n2)cc1	x	2	x	-11%	41%[activator]	x	x
Cc1cc(C)n(-c2nc3ccccc3nc2Nc2ccc(Cl)c(C(=O)OC(C)C)c2)n1	x	-9	x	4%	-20%	x	x
CCc1nc2ccccc2n2c(-c3ccc(C)cc3)c3c(=O)n(C)c(=O)n(C)c3c12	x	-8	x	3%	u	x	x
COc1ccccc1NC(=O)Cn1c(-c2ccccc2)nc(C)cc1=O	u	-8	-3%	7%	-1%	-22%	-8%
C#CCNC(=O)c1cc(-c2ccc(Cl)cc2Cl)c2nncn2n1	u	6	x	-9%[12.5 µM]	14%[87.6 µM]	u	5%[88.5 µM]
COC(=O)[C@H]1CCCN1C(=O)[C@@H]1[C@@H](NC(=O)NC(C)C)CCN1C(=O)c1cccn1C	-2%[172 µM]	23	1%[172 µM]	-6%[87.6 µM]	-2%[87.6 µM]	4%[174 µM]	-1%[88.5 µM]
CC1CCC2(C)CCC3(C)C(=CCC4C5(C)CCC(O)C(C)(C(=O)O)C5CCC43C)C2C1C (stereo not drawn)	x	16	x	-5%[23.9 µM]	x	x	-8%[27.3 µM]
COc1cccc(CNS(=O)(=O)c2cc3[nH]c(=O)c(=O)[nH]c3cc2C)c1	x	10	x	-23%	2%	x	x
C1CC(C2CCN(C3CCOCC3)CC2)CN1 (stereo not drawn)	-2%	16	-14%	2%	-3%	-5%	3%
Cc1ccc(NC(=O)CN2C(=O)CCc3cc(S(=O)(=O)N4CCOCC4)ccc32)cc1N(C)C	x	-10	x	3%	4%	x	x
Cc1oc(C(O)c2ccccc2)nc1C(=O)Nc1ccc2c(c1)NC(=O)CO2 (stereo not drawn)	u	-5	u	-16%[87.6 µM]	7%[87.6 µM]	-17%[138 µM]	-18%[88.5 µM]
O=C([C@@H]1C[C@H](F)CN1S(=O)(=O)c1ccc(F)cc1)N1CCc2ccccc2C1	-10%	0	0%	-2%	4%	-24%	-5%
CCC(C)NC(=O)CC1Sc2ncccc2N(C)C1=O (stereo not drawn)	3%	14	0%	-2%	9%	-14%	i
O=C(NC1CCCCC1)N1CCc2nnc(C3CC3)n2CC1	-1%	-1	0%	4%	3%	i	i
COc1ccc(OCC(=O)N(Cc2sccc2C)C2CCS(=O)(=O)C2)cc1 (stereo not drawn)	x	25	x	-19%	-2%	x	x
CCN(CC)CCN(C(=O)c1ccco1)c1nc2cc(C)cc(C)c2s1	x	5	x	-2%	51%[activator]	x	x
O=[S+]([O-])(NC1CCCN(c2ccc3nnc(-c4ccccc4)n3n2)C1)c1cccc(C(F)(F)F)c1 (stereo not drawn)	u	3	x	x	x	u	x
NS(=O)(=O)c1cc2c(cc1C(F)(F)F)NCNS2(=O)=O	x	4	x	75%[23.9 µM]	37%[25.6 µM]	x	2%
Fc1ccc(CNC[C@H]2Cn3c(-c4ccc5c(c4)OCCO5)cnc3CO2)cc1	u	1	-15%[172 µM]	-3%[87.6 µM]	-12%[87.6 µM]	u	-10%[88.5 µM]
CC(C)C(NS(=O)(=O)c1ccc2c(c1)oc(=O)n2C)C(=O)NCCc1ccccc1 (stereo not drawn)	x	-12	x	28%	-12%	x	x
CC(C)n1cc2cc(C(=O)N3CCSCC3)sc2c1	-7%	-1	u	u	49%[activator]	u	i

Screens deposited in PubChem by National Center for Advancing Translational Sciences (NCATS).

The list is partial; the hit share may differ from the screen's.
